KCNQ2 inh = KCNQ2 potassium channel inhibitors, primary screen, cell-based, CHO-K1, FluxOR thallium flux, B-score (AID 2156); 20 min; stronger effect = lower value; B-score at 10 µM; hit rate 1.1% among 310,000;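 active means fluorescence ratio B-score at most minus 3 library SDs, with starting brightness B-score within 2 library SDs, cut at about -5.5 in these data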
Kir21 inh = inhibitors of mouse Kir2.1 inward-rectifier potassium channel; Inward rectifier potassium channel 2 (Mus musculus), P35561; HEK293-Kir2.1, FluxOR thallium flux fluorescence; stronger effect = lower value; B-score at 10 µM; hit rate 0.85% among 310,000; AID 1672, 2009;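 active means fluorescence ratio B-score at or below minus 3 SD of library scores, with starting-brightness B-score within 2 SD, cut at about -4.2 in these data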;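 further: channel flux triggered by added potassium and thallium sulfate stimulus; B-score of peak minus minimum fluorescence over baseline after thallium stimulus; more negative B-score means stronger Kir2.1 block with less thallium influx; some compounds called inactive have numbers as strong as hits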
Target sequence (P35561 whole entry, looked up): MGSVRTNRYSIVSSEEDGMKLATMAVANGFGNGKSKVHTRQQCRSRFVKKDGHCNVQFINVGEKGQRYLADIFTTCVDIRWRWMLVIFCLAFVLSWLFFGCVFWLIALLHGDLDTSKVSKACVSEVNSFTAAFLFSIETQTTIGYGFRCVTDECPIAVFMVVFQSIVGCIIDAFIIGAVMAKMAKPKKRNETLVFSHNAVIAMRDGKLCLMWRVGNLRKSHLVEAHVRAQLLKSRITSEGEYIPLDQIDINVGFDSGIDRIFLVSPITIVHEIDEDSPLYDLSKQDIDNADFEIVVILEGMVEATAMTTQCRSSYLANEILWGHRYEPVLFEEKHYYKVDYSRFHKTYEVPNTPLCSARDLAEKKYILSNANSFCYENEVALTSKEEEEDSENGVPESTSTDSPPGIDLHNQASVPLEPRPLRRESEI
* marks the source's active call; other numbers are inactive results.

Screening CC12CCC(C(=O)NNC(=O)c3ccc(Br)cc3)(OC1=O)C2(C)C (stereo not drawn) returned KCNQ2 inh inactive and Kir21 inh -0.09.
`Cc1c(NC(=O)CSCc2ccco2)c(=O)n(-c2ccccc2)n1C` gave KCNQ2 inh inactive and Kir21 inh 0.87.
For COc1ccc2c(c1)CCN=C2Cc1ccc(OC)c(OC)c1 the results were KCNQ2 inh inactive and Kir21 inh -2.09.
CCCCN(CC(=O)NCCOC)C(=O)Cn1nnc2ccccc21 was read as KCNQ2 inh inactive and Kir21 inh 1.85.
CCCc1cc2c(cc1NC(=O)c1ccccc1F)OCO2 was read as KCNQ2 inh inactive and Kir21 inh 0.41.
For CCOC(=O)N1CCC(NC2CCCCCCC2)CC1 the results were KCNQ2 inh inactive and Kir21 inh -0.37.
Screening Cc1nnc(SCc2cc(=O)[nH]c(N3CCCCC3)n2)s1 returned KCNQ2 inh inactive and Kir21 inh -1.88.
Cc1oc2nc(SCC(=O)N3CCCCC3)nc(N)c2c1C was read as KCNQ2 inh inactive and Kir21 inh 0.9.
Screening COCCCNC(=O)Cn1cc2c(n1)CCCCC2 returned KCNQ2 inh inactive and Kir21 inh 0.34.
Screening CC(O)c1cccc(NC(=O)CCC(=O)O)c1 (stereo not drawn) returned KCNQ2 inh inactive and Kir21 inh 0.11.
Screening O=C(Nc1cnn(Cc2ccc(Cl)cc2)c1)c1ccc([N+](=O)[O-])cc1 returned KCNQ2 inh inactive and Kir21 inh -0.57.
`O=C(O)CCc1nc(-c2ccccc2Cl)no1` gave KCNQ2 inh inactive and Kir21 inh 0.56.
Screening CC(=O)N(C)c1ccc(OCC(O)CN(c2ccccc2C)S(=O)(=O)c2ccc(C)cc2)cc1 (stereo not drawn) returned KCNQ2 inh inactive and Kir21 inh 0.47.
C=CCN1C(=O)/C(=C\c2cc(Br)c(OCc3ccccn3)c(OC)c2)SC1=S was read as KCNQ2 inh inactive and Kir21 inh -0.39.
Cc1c(-n2c(SC(C)C(=O)NC(N)=O)nc3ccccc3c2=O)c(=O)n(-c2ccccc2)n1C (stereo not drawn) was read as KCNQ2 inh inactive and Kir21 inh -0.14.
Screening Cc1cc(-n2c(C)cc(C(=O)CN3C(=O)NC4(CCCCCC4)C3=O)c2C)no1 returned KCNQ2 inh inactive and Kir21 inh -0.68.
Screening Cc1ccc(NC(=O)C(=O)NCC2CCCO2)cc1C (stereo not drawn) returned KCNQ2 inh inactive and Kir21 inh -1.14.
Screening Cc1ccc(N2C(=O)C3CCCN3C2=S)cc1C (stereo not drawn) returned KCNQ2 inh inactive and Kir21 inh 0.46.
For CSCC[C@H](NC(=O)OC(C)(C)C)C(=O)N1CCC(C(=O)N[C@@H](C)C(=O)NCc2ccc(F)cc2)CC1 the results were KCNQ2 inh inactive and Kir21 inh 0.71.
Cc1ccc(C(=O)NCc2ccccn2)cc1NC1=NC2CS(=O)(=O)CC2S1 (stereo not drawn) was read as KCNQ2 inh inactive and Kir21 inh 0.37.
`CC(C)[C@H](NC(=O)OC(C)(C)C)c1nnc(SCC(=O)Nc2ccc(Br)cc2)o1` gave KCNQ2 inh inactive and Kir21 inh -1.29.
For COc1cc(NC(=O)C2=CC(c3ccc(C)cc3)=NS(=O)(=O)N2C)cc(OC)c1OC the results were KCNQ2 inh inactive and Kir21 inh -0.09.
For CC1=C(C(=O)Nc2ccccc2)C(c2cccs2)C(C#N)=C(SCC#N)N1 (stereo not drawn) the results were KCNQ2 inh -6.59* and Kir21 inh -0.86.
`CNC(=S)/N=C(/Nc1ccccc1)c1ccccc1` gave KCNQ2 inh inactive and Kir21 inh 0.89.
For COc1ccc(S(=O)(=O)NCCOc2ccccc2)cc1OC the results were KCNQ2 inh inactive and Kir21 inh -1.29.
For CCC/C=N/NC(=O)c1[nH]c2c([N+](=O)[O-])cccc2c1C the results were KCNQ2 inh inactive and Kir21 inh 0.61.
Screening Cc1ccccc1N1CC(C(=O)N2CCCCCC2)CC1=O (stereo not drawn) returned KCNQ2 inh inactive and Kir21 inh 0.06.
For O=C1ON=C(c2ccc(Cl)cc2)/C1=C/c1ccc(O)cc1 the results were KCNQ2 inh -7.36* and Kir21 inh -6.14*.
`Brc1ccccc1OCCCCN1CCCCC1` gave KCNQ2 inh inactive and Kir21 inh 2.61.
Screening COc1ccc(CN=C(Nc2ccccc2)SC2CC(=O)N(C)C2=O)cc1 (stereo not drawn) returned KCNQ2 inh inactive and Kir21 inh 0.81.
Screening CCNc1nc(NCC)nc(OCCOC(=O)COc2ccc(Cl)cc2Cl)n1 returned KCNQ2 inh inactive and Kir21 inh -0.02.
O=C1C2CC=CCC2C(=O)N1n1cnnc1 (stereo not drawn) was read as KCNQ2 inh inactive and Kir21 inh -0.1.
For Cc1onc(-c2c(Cl)cccc2Cl)c1NC(=O)NC1CCSC1 (stereo not drawn) the results were KCNQ2 inh inactive and Kir21 inh -0.36.
COc1cc(NC(=O)C2CCC(CNc3c(N4CCCCC4)c(=O)c3=O)CC2)cc(OC)c1 (stereo not drawn) was read as KCNQ2 inh inactive and Kir21 inh -0.8.
For CCOC(=O)C1CCCN(S(=O)(=O)c2ccc(Br)s2)C1 (stereo not drawn) the results were KCNQ2 inh inactive and Kir21 inh -0.17.
Screening CC(C)C(=O)NCC(c1ccc2c(c1)OCO2)N1CCOCC1 (stereo not drawn) returned KCNQ2 inh inactive and Kir21 inh 0.01.
O=C(NC(=S)Nc1ccc(N2CCCC2)cc1)c1ccccc1[N+](=O)[O-] was read as KCNQ2 inh inactive and Kir21 inh -1.3.
Screening COc1ccc2c(c1OC)C(=O)N1N=C(c3ccc(O)cc3)CC21 (stereo not drawn) returned KCNQ2 inh inactive and Kir21 inh 0.13.
For O=c1c2cc(Br)ccc2nc(-c2cccc(C(F)(F)F)c2)n1O the results were KCNQ2 inh inactive and Kir21 inh 0.13.
`CCOC(=O)N/N=C(\C)c1ccc(OC(F)F)cc1OC(F)F` gave KCNQ2 inh inactive and Kir21 inh -0.13.
For OC(CSc1ccc(F)cc1)CN1CCN(c2ccccc2)CC1 (stereo not drawn) the results were KCNQ2 inh inactive and Kir21 inh 0.67.
`CC(NC(=O)COc1cc(=O)n(C)c2ccccc12)c1ccc2c(c1)OCCO2` (stereo not drawn) gave KCNQ2 inh inactive and Kir21 inh -0.04.
Screening Cc1ccccc1C(=O)NC1CCN(Cc2nnnn2C(C)(C)C)CC1 returned KCNQ2 inh inactive and Kir21 inh 1.6.
For COC(=O)c1ccccc1NC(=O)NC1CC1 the results were KCNQ2 inh inactive and Kir21 inh -1.62.
Screening CC(C)CCNC(=O)NC(=O)COC(=O)C1CCN(S(=O)(=O)c2ccccc2F)CC1 returned KCNQ2 inh inactive and Kir21 inh 1.
CCc1noc(C)c1C(=O)Nc1nc(-c2cc(C)ccc2C)c(C)s1 was read as KCNQ2 inh inactive and Kir21 inh -0.01.
Screening COc1ccc(CSc2nc(C)cc(C)c2C#N)cc1 returned KCNQ2 inh inactive and Kir21 inh -2.48.
For C=CCNC(=O)CN1C(=O)c2cccc3cccc1c23 the results were KCNQ2 inh inactive and Kir21 inh -0.2.
`O=C(CNC(=O)c1ccco1)NCC(=O)OCc1cccc(C(=O)Oc2ccccc2)c1` gave KCNQ2 inh inactive and Kir21 inh -0.04.
CCOC(=O)c1c(C)[nH]c(C(=O)N/N=C/c2ccc(OC)c(OC)c2)c1C was read as KCNQ2 inh inactive and Kir21 inh 0.03.
Cn1c(SCc2ccccc2)nc(C(F)(F)F)cc1=O was read as KCNQ2 inh inactive and Kir21 inh -0.47.
CCOc1ccc(C(=O)/C=C/c2cc(OC)c(OC)c(OC)c2)cc1 was read as KCNQ2 inh inactive and Kir21 inh -1.24.
Cc1ncc(CN2CCC(N3CCC(C(=O)N4CCCC4)CC3)CC2)s1 was read as KCNQ2 inh inactive and Kir21 inh 0.56.
For CCCCOc1cccc(/C=C(\C#N)C(=O)NC2CC2)c1 the results were KCNQ2 inh inactive and Kir21 inh -0.5.
For CC(=O)NS(=O)(=O)c1ccc(NC(=O)CC(C)c2ccccc2)cc1 (stereo not drawn) the results were KCNQ2 inh inactive and Kir21 inh 1.65.
CC(=O)c1cccc(OCc2cc(C(=O)N3CC4C[C@@H]5CC3C[C@H](C4)C5)no2)c1 was read as KCNQ2 inh inactive and Kir21 inh -0.25.
`Cc1ccc(-n2c(CNc3ccc(F)cc3)nnc2SCC(=O)NCc2ccco2)cc1` gave KCNQ2 inh inactive and Kir21 inh 0.97.
Cc1cccc(N2CCN(C(=O)c3ccc4nc[nH]c4c3)CC2)c1C was read as KCNQ2 inh inactive and Kir21 inh -0.42.
Screening Cc1ccc(OCC(=O)Nc2cc(NC(=O)COc3ccc(C)cc3)cc(C(=O)O)c2)cc1 returned KCNQ2 inh inactive and Kir21 inh 0.68.
Cc1cccc2cc(CN(CC3CCCO3)C(=S)NCc3ccco3)c(=O)[nH]c12 (stereo not drawn) was read as KCNQ2 inh inactive and Kir21 inh 0.47.
Nn1c(-c2ccco2)n[nH]c1=S was read as KCNQ2 inh inactive and Kir21 inh -0.48.
`COc1ccc(C)cc1NC(=O)CN1C(=O)CSc2ccc(S(=O)(=O)N3CCCC3)cc21` gave KCNQ2 inh inactive and Kir21 inh -1.39.
O=C(NCc1ccco1)C1CC(=O)N(c2ccc(Cl)cc2)C1 (stereo not drawn) was read as KCNQ2 inh inactive and Kir21 inh -0.05.
`COc1cc(C(=O)N(Cc2cccc(Cl)c2)C2CCS(=O)(=O)C2)cc(OC)c1OC` (stereo not drawn) gave KCNQ2 inh inactive and Kir21 inh 0.46.
Screening COCCCN(C(=O)CCSc1ccc(F)cc1)c1c(N)n(Cc2ccccc2)c(=O)[nH]c1=O returned KCNQ2 inh inactive and Kir21 inh 0.04.
For O=C1CCCC2=C1C(c1cn(-c3ccccc3)nc1-c1cccs1)c1c([nH]c(=O)[nH]c1=O)N2 (stereo not drawn) the results were KCNQ2 inh inactive and Kir21 inh 0.16.
`O=C1c2cccc3cccc(c23)C(=O)N1CCN1CCN(C(=S)Nc2ccc(Cl)cc2)CC1` gave KCNQ2 inh inactive and Kir21 inh 0.
Screening O=S(=O)(c1ccc(Cl)cc1)c1snnc1-c1ccccc1 returned KCNQ2 inh inactive and Kir21 inh -9.97*.
Screening Cc1cc2cc(CNC(=O)c3cccc([N+](=O)[O-])c3)ccc2n1C returned KCNQ2 inh inactive and Kir21 inh -0.43.
`Cc1cc(C)cc(NC(=S)NCc2ccc(S(N)(=O)=O)cc2)c1` gave KCNQ2 inh inactive and Kir21 inh 0.23.
COc1ccc(NC(=O)c2cccc(OC(F)F)c2)cc1Cl was read as KCNQ2 inh inactive and Kir21 inh -0.43.
CC1C(=O)N2CCCc3cc(S(=O)(=O)NCc4ccc(Cl)cc4)cc1c32 (stereo not drawn) was read as KCNQ2 inh inactive and Kir21 inh -0.03.
`CCN(Cc1cn2cccnc2n1)C1CCCCC1` gave KCNQ2 inh inactive and Kir21 inh -1.69.
Screening Cc1ccccc1NC(=O)C1CCCN(C(=O)NCc2ccccc2)C1 (stereo not drawn) returned KCNQ2 inh inactive and Kir21 inh -0.3.
For C=C(C)CNC(=S)N=Nc1c(O)[nH]c2ccc([N+](=O)[O-])cc12 the results were KCNQ2 inh inactive and Kir21 inh 0.03.
CC(C)OC(=O)Cn1c(-c2ccccc2)c(-c2ccccc2)nnc1=O was read as KCNQ2 inh inactive and Kir21 inh 0.36.
CSc1ccc(C#N)cc1NC(=O)c1ccc(Cl)nc1 was read as KCNQ2 inh inactive and Kir21 inh -0.01.
Screening COc1ccc(/C=C2\CCn3c2nc2cc(C(=O)O)ccc2c3=O)cc1OC returned KCNQ2 inh inactive and Kir21 inh -1.67.
For COc1ccc(/C=C(/NC(=O)c2ccccc2)C(=O)NCc2ccco2)cc1 the results were KCNQ2 inh inactive and Kir21 inh 0.33.
`Cn1c(CN2CCCCC2)nc2cc(NC(=O)c3ccccc3Cl)ccc21` gave KCNQ2 inh inactive and Kir21 inh 0.87.
`COC(=O)[C@@H]1C[C@@H]2CC[C@@H](O)C[C@@H]2N1Cc1ccccc1OS(=O)(=O)c1ccc(C)cc1` gave KCNQ2 inh inactive and Kir21 inh -3.14.

Structures above that contain an NH in an aromatic ring (9):
Screening Cc1nnc(SCc2cc(=O)[nH]c(N3CCCCC3)n2)s1 returned KCNQ2 inh inactive and Kir21 inh -1.88.
For CCC/C=N/NC(=O)c1[nH]c2c([N+](=O)[O-])cccc2c1C the results were KCNQ2 inh inactive and Kir21 inh 0.61.
CCOC(=O)c1c(C)[nH]c(C(=O)N/N=C/c2ccc(OC)c(OC)c2)c1C was read as KCNQ2 inh inactive and Kir21 inh 0.03.
Cc1cccc(N2CCN(C(=O)c3ccc4nc[nH]c4c3)CC2)c1C was read as KCNQ2 inh inactive and Kir21 inh -0.42.
Cc1cccc2cc(CN(CC3CCCO3)C(=S)NCc3ccco3)c(=O)[nH]c12 (stereo not drawn) was read as KCNQ2 inh inactive and Kir21 inh 0.47.
Nn1c(-c2ccco2)n[nH]c1=S was read as KCNQ2 inh inactive and Kir21 inh -0.48.
Screening COCCCN(C(=O)CCSc1ccc(F)cc1)c1c(N)n(Cc2ccccc2)c(=O)[nH]c1=O returned KCNQ2 inh inactive and Kir21 inh 0.04.
For O=C1CCCC2=C1C(c1cn(-c3ccccc3)nc1-c1cccs1)c1c([nH]c(=O)[nH]c1=O)N2 (stereo not drawn) the results were KCNQ2 inh inactive and Kir21 inh 0.16.
For C=C(C)CNC(=S)N=Nc1c(O)[nH]c2ccc([N+](=O)[O-])cc12 the results were KCNQ2 inh inactive and Kir21 inh 0.03.

Compound activity: PubChem BioAssay, Johns Hopkins Ion Channel Center
